Screening data: PubChem BioAssay, Broad Institute
p53 PUMA act: mutant p53 pathway re-activators, primary screen, cell-based, SW480, luciferase, single point, HTS; hit rate 1.5% among 28,000; SW480 PUMA-promoter luciferase, p53 mutant reactivation; activation, % at 9.98 µM; in the data active = activation above about 52%
STK33 inh: STK33 kinase inhibitors, primary screen, biochemical, luminescence, ADP-Glo, MBP substrate | Serine/threonine-protein kinase 33 (Homo sapiens), Q9BYT3 | inhibition, % at 12.5 µM | hit rate 0.44% among 27,000; in the data active = inhibition above about 20%
Target sequence (Q9BYT3 whole entry, looked up): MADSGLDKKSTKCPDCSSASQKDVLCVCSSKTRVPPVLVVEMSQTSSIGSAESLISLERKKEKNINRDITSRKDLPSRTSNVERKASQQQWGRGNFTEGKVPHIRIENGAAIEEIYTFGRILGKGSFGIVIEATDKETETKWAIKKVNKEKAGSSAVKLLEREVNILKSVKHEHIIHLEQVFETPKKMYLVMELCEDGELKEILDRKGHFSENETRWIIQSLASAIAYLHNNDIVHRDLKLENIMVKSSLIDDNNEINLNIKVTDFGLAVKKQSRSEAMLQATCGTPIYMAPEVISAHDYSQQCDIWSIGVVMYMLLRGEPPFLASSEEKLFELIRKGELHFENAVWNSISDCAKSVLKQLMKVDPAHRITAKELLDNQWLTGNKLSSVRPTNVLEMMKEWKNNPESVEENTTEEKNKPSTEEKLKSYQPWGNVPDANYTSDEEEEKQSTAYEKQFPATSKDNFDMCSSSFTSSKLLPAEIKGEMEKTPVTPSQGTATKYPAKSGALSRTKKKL
Numbers without * were called inactive; · = no result given. A portion of the library; count on the stated rates, not on these rows.

SMILES	p53 PUMA act	STK33 inh
Cn1c(SCC(=O)Nc2cccc(C(=O)O)c2)nnc1-c1cc2cc(Br)ccc2o1	-11.6	11.9
COc1ccc(S(=O)(=O)Nc2ccc3c(c2)CC(=O)N([C@@H](C)CO)C[C@@H](C)[C@@H](CN(C)C)O3)cc1	6.3	-4.7
C[C@@H]1CN([C@H](C)CO)C(=O)c2cc(NC(=O)c3ccccc3)ccc2O[C@@H](C)CCCCO[C@@H]1CN(C)S(=O)(=O)c1cn(C)cn1	10.9	·
O=c1cc(-c2ccc(O)c(O)c2)oc2c(C3OC(CO)C(O)C(O)C3O)c(O)cc(O)c12 (configuration not stated)	-16.4	0.8
COc1cccc(NC(=O)Cn2cc(C(=O)C3CC3)c3ccccc32)c1	-5.3	-0.3
C[C@@H]1CN([C@@H](C)CO)S(=O)(=O)c2ccc(-c3ccc(C(=O)N(C)C)cc3)cc2O[C@H]1CN(C)C(=O)Nc1ccccc1F	-13.5	·
O=C(CSc1nc2ccccc2s1)Nc1ccc(F)c(Cl)c1	-0.4	-0.4
COc1ccc(CN(C)C[C@@H]2OCCCC[C@@H](C)Oc3ccc(NC(=O)NC4CCCCC4)cc3C(=O)N([C@H](C)CO)C[C@@H]2C)cc1	·	-1.2
C=CC[C@]12C[C@@H](OC)C(=O)C(OC)=C1O[C@@H](c1cc(OC)c3c(c1)OCO3)[C@@H]2C	5.3	-1.1
CNC[C@H]1Oc2c(NC(=O)c3cc(C)nn3C)cccc2C(=O)N([C@@H](C)CO)C[C@H]1C	6.7	·
COC(=O)C1(Cc2ccc(O)c(CC=C(C)C)c2)OC(=O)C(OC)=C1c1ccc(O)cc1 (configuration not stated)	3.8	-2.7
C[C@@H]1CCCCO[C@@H](CN(C)Cc2ccc(C(=O)O)cc2)[C@@H](C)CN([C@H](C)CO)C(=O)c2cc(NS(C)(=O)=O)ccc2O1	·	0.0
CC(C)NC(=O)Nc1ccc2c(c1)C(=O)N([C@H](C)CO)C[C@H](C)[C@H](CN(C)Cc1ccc(C(=O)O)cc1)OCCCC[C@H](C)O2	6.8	·
COc1ccc(NC(=S)N(C)Cc2c(C)nn(C)c2C)c(OC)c1	1.0	-0.4
O=S(=O)(N[C@H]1CCN(Cc2cccc(OCCO)c2)C1)c1cccc2cccnc12	·	-0.6
CCn1c(SCC(=O)Nc2ccccc2F)nnc1-c1cccc(N)c1	6.3	-2.6
COc1ccc(NC(=O)CN(c2ccccc2Cl)S(C)(=O)=O)c(OC)c1	-2.3	-0.7
C[C@@H]1CN([C@H](C)CO)C(=O)c2cc(NC(=O)C3CCCCC3)ccc2O[C@H]1CN(C)Cc1ccc2c(c1)OCO2	·	-1.0
C[C@@H]1CN([C@H](C)CO)C(=O)CCCn2nncc2CO[C@@H]1CN(C)C(=O)Nc1ccc(N2CCN(C)CC2)cc1	-0.3	·
C[C@@H]1CN([C@H](C)CO)C(=O)Cc2cc(NC(=O)Nc3ccc(C(F)(F)F)cc3)ccc2O[C@H]1CN(C)C(=O)NC1CCCCC1	-16.0	-6.4
C[C@@H]1CN([C@H](C)CO)C(=O)c2cc(N(C)C)ccc2O[C@@H](C)CCCCO[C@H]1CN(C)Cc1ccncc1	2.7	·
CC(C)NC(=O)Nc1ccc2c(c1)CC(=O)N([C@@H](C)CO)C[C@H](C)[C@@H](CN(C)C(=O)NC(C)C)O2	·	6.1
CCS(=O)(=O)c1nc2ccccc2n1CC(N)=O	6.2	0.4
C[C@@H]1CN([C@@H](C)CO)S(=O)(=O)c2ccc(-c3cccnc3)cc2O[C@@H]1CN(C)C(=O)c1ccc2c(c1)OCO2	-8.6	·

Next part, starting with the last 2 of the part before.
SMILES	p53 PUMA act	STK33 inh
CCS(=O)(=O)c1nc2ccccc2n1CC(N)=O	6.2	0.4
C[C@@H]1CN([C@@H](C)CO)S(=O)(=O)c2ccc(-c3cccnc3)cc2O[C@@H]1CN(C)C(=O)c1ccc2c(c1)OCO2	-8.6	·
C[C@@H]1O[C@@H](Oc2cc(O)c3c(=O)c(-c4ccc(O)cc4)coc3c2)[C@H](O)[C@H](O)[C@H]1O	-8.8	-3.4
C[C@H]1CN([C@@H](C)CO)C(=O)c2cc(NC(=O)Cn3cnnn3)ccc2O[C@H]1CN(C)S(C)(=O)=O	·	-1.0
COC(=O)c1ccccc1NC(=O)C(C)NS(=O)(=O)c1cc(Cl)ccc1Cl (configuration not stated)	-5.4	1.0
Cc1cc(C)c(NC(=O)CN(C)S(=O)(=O)c2ccc(Br)cc2)c(C)c1	-7.2	-0.5
Cc1ccccc1-c1ccc2c(c1)O[C@@H](CN(C)C(=O)Nc1ccccc1)[C@H](C)CN([C@@H](C)CO)S2(=O)=O	-7.2	·
C[C@H](CO)N1C[C@H](C)[C@@H](CN(C)Cc2ccc(C(=O)O)cc2)Oc2c(NS(=O)(=O)c3cccs3)cccc2C1=O	1.3	·
O=C(CSc1nnc(-c2ccco2)o1)c1ccc2c(c1)OCCO2	10.7	1.7
S=C1NC2=C(C(c3ccccc3)N1)N1CCC2CC1 (configuration not stated)	-13.8	·
CC(C)C1CCC2(C)CCC(O)C(C)(O)C2C1OC(=O)/C=C/c1ccccc1 (configuration not stated)	6.4	-1.9
Cc1ccc(-c2nnc(SCC(=O)Nc3c(Cl)cc(Cl)cc3Cl)n2C)cc1	-0.3	-0.6
C[C@@H]1CN([C@@H](C)CO)C(=O)c2cc(NC(=O)CCN3CCOCC3)ccc2O[C@H]1CN(C)C(=O)Nc1ccc(F)cc1	-1.8	·
C[C@@H]1CN([C@@H](C)CO)C(=O)c2cccc(NS(=O)(=O)c3ccc(Cl)cc3)c2O[C@@H]1CN(C)Cc1ccc2c(c1)OCO2	-28.2	·
O=C1C=C(NCCc2ccccc2)CC(c2ccco2)C1 (configuration not stated)	45.4	·
C[C@@H]1CN([C@H](C)CO)C(=O)c2cc(NS(=O)(=O)c3ccc(F)cc3)ccc2O[C@H]1CN(C)Cc1ccc(Cl)c(Cl)c1	·	1.6
CNC(=O)CN(c1ccc(F)cc1)S(=O)(=O)c1ccc2c(c1)OCCO2	1.0	0.5
CC(C)(C)NC(=O)C12CC3CCC(CC(C3)C1)C2	·	0.6
CC(C)CC#Cc1cnc2c(c1)C(=O)N([C@@H](C)CO)C[C@H](C)[C@H](CN(C)C(=O)Cc1ccncc1)O2	10.1	·
C[C@H](CO)N1C[C@H](C)[C@@H](CN(C)C(=O)OCc2ccccc2)OCc2cn(nn2)CCCC1=O	-6.7	3.4
C[C@H]1CN([C@@H](C)CO)C(=O)c2cccc(NC(=O)c3nc4ccccc4s3)c2O[C@H]1CN(C)C(=O)NC1CCCCC1	-17.8	·
O=C(CSc1nc(-c2ccccc2)c(-c2ccccc2)[nH]1)Nc1ccc(F)cc1	-1.8	-3.7
Cc1noc(C)c1NC(=O)N(C)C[C@H]1OCc2ccccc2-c2ccccc2C(=O)N([C@H](C)CO)C[C@H]1C	2.6	·
Cc1ccc(NC(=O)CSc2nnc(C)n2-c2ccccc2)cc1C	-13.6	-3.2
CC(C)C#Cc1ccc2c(c1)O[C@H](CN(C)Cc1ccncc1)[C@@H](C)CN([C@H](C)CO)S2(=O)=O	-37.7	·
COc1ccc(NC(=O)Nc2cccc3c2O[C@H](CN(C)S(=O)(=O)c2ccc(OC)cc2)[C@@H](C)CN([C@H](C)CO)C3=O)cc1	-0.9	·

Shown with values under each structure: 2 of the compounds above.
Under each structure – p53 PUMA act, STK33 inh
- C[C@H]1CN([C@@H](C)CO)C(=O)c2cc(NC(=O)Cn3cnnn3)ccc2O[C@H]1CN(C)S(C)(=O)=O
→ ·, -1.0
- O=C(CSc1nc2ccccc2s1)Nc1ccc(F)c(Cl)c1
→ -0.4, -0.4

Next part:
SMILES	p53 PUMA act	STK33 inh
N#Cc1cccc(CSc2nnc(CCCO)n2-c2ccccc2)c1	0.3	-12.3
COc1cc(S(=O)(=O)n2cnc3cc(C)c(C)cc32)c(OC)cc1Cl	-0.2	1.3
C[C@@H]1CCCCO[C@H](CN(C)C(=O)C2CCCCC2)[C@@H](C)CN([C@H](C)CO)C(=O)c2cc(NC(=O)Nc3ccc(C(F)(F)F)cc3)ccc2O1	·	1.1
Cc1ccc(N(C(C)C(=O)Nc2ccc(Cl)c(C(F)(F)F)c2)S(C)(=O)=O)cc1 (configuration not stated)	-1.1	-0.3
O=C(CCSc1nc(-c2ccco2)cc(C(F)(F)F)n1)N1CCN(c2ccccn2)CC1	-5.5	-0.3
CC(O)(CNCc1ccc(Cl)cc1)CSc1ccccc1Cl (configuration not stated)	-10.4	·
COc1ccc(NC(=O)CN(c2ccccc2F)S(C)(=O)=O)cc1	-3.2	0.9
CC(C)=CCc1c(O)cc2occ(-c3ccc4c(c3)OCO4)c(=O)c2c1O	·	3.6
C[C@@H]1CCCCO[C@H](CN(C)C)[C@@H](C)CN([C@@H](C)CO)C(=O)c2cc(NC(=O)c3ccccc3)ccc2O1	-0.8	·
C[C@@H]1CN([C@H](C)CO)C(=O)c2cc(N(C)C)ccc2O[C@H]1CN(C)S(=O)(=O)c1ccccc1	1.2	·
Cc1cc(=O)oc2ccc(OCC(=O)NCc3ccco3)cc12	26.6	-2.1
C[C@H](CO)N1C[C@H](C)[C@H](CN(C)CC2CC2)Oc2c(cccc2N(C)C)C1=O	-0.5	·
C[C@@H]1CN([C@H](C)CO)C(=O)c2cc(NS(=O)(=O)c3cn(C)cn3)ccc2O[C@H]1CN(C)C	1.8	·
O=C(NCc1ccccc1)[C@]1(Cc2ccccc2)N=C(c2ccc(OCCCO)cc2)O[C@@H]1c1ccccc1	·	1.1
C[C@@H](O)C#Cc1cnc2c(c1)C(=O)N([C@@H](C)CO)C[C@H](C)[C@H](CN(C)Cc1cncnc1)O2	13.6	·
C[C@@H]1CCCCO[C@H](CN(C)Cc2ccc(C(=O)O)cc2)[C@@H](C)CN([C@H](C)CO)C(=O)c2cc(NC(=O)Cc3ccccc3)ccc2O1	·	0.3
C[C@@H]1CCCCO[C@H](CN(C)S(=O)(=O)c2ccccc2)[C@@H](C)CN([C@H](C)CO)C(=O)c2cc(NS(C)(=O)=O)ccc2O1	9.4	-3.5
CC(C)NC(=O)N(C)C[C@@H]1OCCCC[C@@H](C)Oc2ccc(NS(=O)(=O)c3cn(C)cn3)cc2C(=O)N([C@H](C)CO)C[C@@H]1C	·	3.1
COc1ccc(S(=O)(=O)N(C)C[C@@H]2Oc3c(NC(=O)C4CC4)cccc3C(=O)N([C@H](C)CO)C[C@@H]2C)cc1	1.8	·
COc1ccc(Cl)cc1N(CC(=O)Nc1ccccc1F)S(C)(=O)=O	-0.3	-1.4
COc1cc(/C(C)=C/C(C)O)oc(=O)c1C (configuration not stated)	0.1	-2.2
CC(C)NC(=O)Nc1ccc2c(c1)CC(=O)N([C@@H](C)CO)C[C@@H](C)[C@@H](CN(C)C(=O)NC(C)C)O2	·	3.7
Cc1ccc(OCC(=O)Nc2ccc(Br)cc2C(=O)O)cc1C	5.7	-5.6
C[C@@H]1CN([C@@H](C)CO)C(=O)Cc2cc(NC(=O)C3CC3)ccc2O[C@@H]1CN(C)S(=O)(=O)c1cccs1	·	0.9

Entries of single compounds, quoted from the list. Values in the order: p53 PUMA act, STK33 inh
CC(C)NC(=O)Nc1ccc2c(c1)CC(=O)N([C@@H](C)CO)C[C@@H](C)[C@@H](CN(C)C(=O)NC(C)C)O2 reads ·, 3.7
COc1cc(/C(C)=C/C(C)O)oc(=O)c1C (configuration not stated) reads 0.1, -2.2
COc1ccc(S(=O)(=O)N(C)C[C@@H]2Oc3c(NC(=O)C4CC4)cccc3C(=O)N([C@H](C)CO)C[C@@H]2C)cc1 reads 1.8, ·
C[C@@H]1CCCCO[C@H](CN(C)S(=O)(=O)c2ccccc2)[C@@H](C)CN([C@H](C)CO)C(=O)c2cc(NS(C)(=O)=O)ccc2O1 reads 9.4, -3.5
O=C(NCc1ccccc1)[C@]1(Cc2ccccc2)N=C(c2ccc(OCCCO)cc2)O[C@@H]1c1ccccc1 reads ·, 1.1

Continued:
SMILES	p53 PUMA act	STK33 inh
O=C(O)COc1ccc(NC(=O)c2ccccc2-c2ccccc2C(=O)O)cc1	0.9	-1.7
CS(=O)(=O)N(CC(=O)Nc1cc(C(F)(F)F)ccc1Cl)c1ccc(Br)cc1	-9.9	-4.6
OCCOCCNc1ncnc2sc(-c3ccccc3)cc12	1.1	2.6
C[C@@H]1CCCCO[C@@H](CN(C)C(=O)c2ccccc2)[C@@H](C)CN([C@H](C)CO)C(=O)c2cc(NC(=O)c3ccccc3)ccc2O1	·	1.0
C[C@@H]1[C@H]2[C@H](O[C@@H]3O[C@H](CO)[C@@H](O)[C@H](O)[C@H]3O)OC=C(C(=O)O)[C@H]2C[C@@H]1OC(=O)/C=C/c1ccc(O)cc1	-3.9	-3.4
CC(=O)Nc1ccc(S(=O)(=O)Nc2ccc(Oc3cccnc3)cc2)cc1	-4.4	-5.7
C[C@@H]1CN([C@H](C)CO)C(=O)c2cccc(NS(C)(=O)=O)c2O[C@H]1CN(C)Cc1ccc(C(F)(F)F)cc1	0.6	·
COc1ccc(S(=O)(=O)N(C)C[C@H]2Oc3ccc(NC(=O)C4CC4)cc3C(=O)N([C@@H](C)CO)C[C@@H]2C)cc1	-7.2	0.0
C[C@H](CO)N1C[C@H](C)[C@H](CN(C)CC2CCOCC2)Oc2ncc(C#Cc3cccc(F)c3)cc2C1=O	6.6	·
COc1ccc(NC(=O)Nc2ccc3c(c2)CC(=O)N([C@@H](C)CO)C[C@H](C)[C@@H](CN(C)S(=O)(=O)c2ccc(C)cc2)O3)cc1	-6.8	4.6
CC(C)C#Cc1cnc2c(c1)C(=O)N([C@H](C)CO)C[C@H](C)[C@H](CN(C)C(=O)c1cccc(F)c1)O2	1.6	·
O=C(Nc1ccccc1C(=O)NCc1ccco1)c1ccccc1I	5.0	-0.2
C[C@H]1CN([C@@H](C)CO)C(=O)c2cc(NC(=O)CCCN(C)C)ccc2O[C@H]1CN(C)S(C)(=O)=O	·	0.8
